Compound activity: PubChem, several laboratories
M4 antag = blocks acetylcholine activation of human M4 receptor; P08173; CHO-hM4 cells, ACh EC80, Fluo-8 calcium fluorescence; inhibition, % at 3 µM; 360,000 tested, 0.73% active;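 active = inhibition above its plate's cutoff, the mean inhibition of sample wells plus 3 SD, cut at about 27% in these data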;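 note: 0% = acetylcholine EC80 with DMSO and 100% = DMSO without agonist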
Target sequence (P08173 whole entry, looked up): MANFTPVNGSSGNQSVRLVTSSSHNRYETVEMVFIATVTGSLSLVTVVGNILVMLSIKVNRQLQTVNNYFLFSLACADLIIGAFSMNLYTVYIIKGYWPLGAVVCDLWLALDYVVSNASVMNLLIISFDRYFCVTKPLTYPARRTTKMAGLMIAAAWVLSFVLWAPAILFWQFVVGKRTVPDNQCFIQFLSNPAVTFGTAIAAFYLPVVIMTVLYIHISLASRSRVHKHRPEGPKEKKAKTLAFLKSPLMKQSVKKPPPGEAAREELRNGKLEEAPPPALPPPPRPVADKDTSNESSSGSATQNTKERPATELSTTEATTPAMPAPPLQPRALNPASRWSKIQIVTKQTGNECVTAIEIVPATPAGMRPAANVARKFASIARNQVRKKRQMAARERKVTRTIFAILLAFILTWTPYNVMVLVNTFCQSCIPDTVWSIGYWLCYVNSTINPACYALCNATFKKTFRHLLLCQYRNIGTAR
CHRM4 agonist = CHRM4 agonism in calcium assay. P08173. CHO-K1 hM4/Gqi5, Fluo-8 calcium fluorescence; vehicle 0%, full acetylcholine response 100%. activation, % at 3 µM. 360,000 tested, 0.14% active;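 active = activation above the run mean over all test wells plus 3 SD, cut at about 32% in these data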;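 note: peak over basal fluorescence ratio per well then scaled between controls; 0% = DMSO wells and 100% = acetylcholine at EC100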
CHRM5 agonist = CHRM5 agonism in calcium assay; CHO-K1 hM5 cells, Fluo-8 calcium fluorescence; 0% DMSO wells, 100% maximal acetylcholine response; 360,000 tested, 0.19% active; P08912; activation, % at 3 µM;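 active = activation above the run's mean over test compounds plus 3 SD, cut at about 23% in these data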;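 note: signal is peak over basal fluorescence ratio across the kinetic read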
Target sequence (P08912 whole entry, looked up): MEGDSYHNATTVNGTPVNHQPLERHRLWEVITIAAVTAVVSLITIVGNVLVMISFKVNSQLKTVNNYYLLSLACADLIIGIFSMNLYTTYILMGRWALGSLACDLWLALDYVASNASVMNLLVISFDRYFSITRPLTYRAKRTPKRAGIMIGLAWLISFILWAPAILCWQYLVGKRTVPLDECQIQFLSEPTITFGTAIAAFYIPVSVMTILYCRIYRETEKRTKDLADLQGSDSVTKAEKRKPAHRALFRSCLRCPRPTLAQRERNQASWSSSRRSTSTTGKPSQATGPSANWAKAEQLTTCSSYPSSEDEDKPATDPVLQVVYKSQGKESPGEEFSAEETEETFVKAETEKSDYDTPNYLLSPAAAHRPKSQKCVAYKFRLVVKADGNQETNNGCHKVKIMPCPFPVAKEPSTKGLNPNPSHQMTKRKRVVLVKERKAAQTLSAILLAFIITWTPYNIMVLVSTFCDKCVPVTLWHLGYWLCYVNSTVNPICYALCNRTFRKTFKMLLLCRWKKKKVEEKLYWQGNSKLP
CHRM1 PAM = potentiates human M1 receptor response to acetylcholine. P11229. CHO-K1 hM1, Fluo-8 calcium fluorescence, ACh EC20; 0% = ACh EC20, 100% = maximal ACh. activation, % at 3 µM. 360,000 tested, 0.088% active. AID 588819; in the data active = activation above about 19%, passing the limit was not always enough
CRFR2-BP ag = CRF-BP/CRF-R2 complex agonism | HEK293 CRF-R2/CRF-BP, calcium dye fluorescence (FLIPR); percent of saturating CRF peptide response | activation, % at 13.2 µM | 350,000 tested, 0.46% active | AID 588473;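 active = activation of at least 50%, plus an integration ratio under a set limit after plate pattern correction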;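 note: plate controls were neutral control wells without compound for no effect and CRF at EC100 for full effect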
CHRM4 PAM = potentiates acetylcholine response at human M4 receptor. activation, % at 3 µM. 360,000 tested, 0.4% active. AID 624126. CHO-K1 hM4/Gqi5, Fluo-8 calcium fluorescence, ACh EC20; 0% = ACh EC20, 100% = maximal ACh;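 active = activation above its plate's cutoff, the mean activation of sample wells plus 3 SD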; note: some results filed as inactive read as strong as hits
M5 antag = blocks acetylcholine activation of human M5 receptor. P08912. CHO-hM5 cells, Fluo-8 calcium fluorescence, ACh EC80. inhibition, % at 3 µM. 360,000 tested, 0.59% active. AID 624040;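 active = inhibition above a per-plate cutoff, the mean of that plate's test compounds plus 3 SD, cut at about 27% in these data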;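 note: 0% = acetylcholine EC80 with DMSO and 100% = DMSO without agonist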
M1 antag = human CHRM1 antagonism; CHO-K1 hM1, Fluo-8 calcium fluorescence, ACh EC80 antagonist; 360,000 tested, 1.3% active; inhibition, % at 3 µM; P11229;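 active = percent inhibition above its own plate's cutoff, namely the mean of that plate's compound wells plus 3 SD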;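 note: peak over basal fluorescence ratio during 140 s after agonist addition; 0% = ACh EC80 plus DMSO and 100% = DMSO alone without agonist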
M5 PAM = potentiates acetylcholine response at human M5 receptor. P08912. activation, % at 3 µM. CHO-K1 hM5, Fluo-8 calcium, ACh EC20 PAM; 0% = ACh EC20, 100% = ACh EC100. AID 624038. 360,000 tested, 0.3% active;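 active = activation above the run cutoff, the mean activation of all test compounds plus 3 SD, cut at about 18% in these data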
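System: CHO-K1 hM5 cells. Reagent: acetylcholine, EC20 level. Compound dosing: single dose, 3 µM nominal final test concentration. Timing: Post-acetylcholine fluorescence recording 140 s. Detection: Fluo-8 calcium fluorescence. Read-out: % activation, ACh-normalized. Benchmarks: ACh EC20 and EC100 wells. Repeats: singlicate, one well per test compound.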
An asterisk follows results filed as active; / = not tested or not shown.

SMILES | M4 antag | CHRM4 agonist | CHRM5 agonist | CHRM1 PAM | CRFR2-BP ag | CHRM4 PAM | M5 antag | M1 antag | M5 PAM
Cc1ccc(C)c(NC(=O)CN(C)C(=O)Cc2coc3cc(C)c(C)cc23)c1 | 2.9 | 1.2 | 0.4 | 7.1 | -0.9 | -1.2 | 3.4 | -11.8 | -1.2
CCN(CC(=O)Nc1ccc(NC(C)=O)cc1)C(=O)c1ccccc1CCc1ccccc1 | -4.4 | 13.7 | 0.6 | 5.5 | -1.6 | -10.2 | -3.6 | -4.2 | -10.1
O=C(OCC(=O)N1CCOCC1)c1ccccc1Br | -2.1 | 0.2 | 0.4 | 8.8 | -0.1 | 3.6 | 6.1 | -10.9 | -2.1
CC(=O)Nc1ccc(NC(=O)CSc2nnc3ccc(-c4ccccn4)nn23)cc1 | -13.8 | -0.1 | 1.5 | 9.6 | -1.8 | 4.1 | 6.4 | -20.1 | -4.2
CC(=O)c1cc2c(cc1NC(=O)CCn1cccc1)OCO2 | -2.4 | 0.5 | -0.9 | 7.7 | -1.0 | 7.8 | 2.0 | -10.9 | 1.5
Cc1ccc(S(=O)(=O)Nc2ccccc2N=Cc2ccc([N+](=O)[O-])cc2[N+](=O)[O-])cc1 | 3.6 | 14.3 | -7.2 | -3.7 | -4.5 | -10.7 | 9.9 | -1.0 | -21.1
CN1CCN(C(=O)c2ccc(CNS(=O)(=O)c3ccc(F)c(Cl)c3)cc2)CC1 | -9.0 | 1.3 | -6.7 | 13.3 | 4.0 | 4.0 | -24.5 | -9.8 | 4.8
Cc1ccc(C(=O)N2CCN(c3ccc(Cl)cc3)CC2)cc1 | -3.4 | 2.1 | -4.7 | 5.9 | -4.0 | 6.2 | 11.6 | -3.3 | -2.7
COCCCn1c(Cc2csc(Nc3cccc(Cl)c3)n2)nnc1SCC(=O)OC | -6.3 | 1.7 | 0.7 | 2.3 | -0.6 | -5.4 | 6.1 | 1.0 | -8.0
NNC(=O)c1ccc([N+](=O)[O-])c(CS(=O)(=O)c2ccc(Cl)cc2)c1 | 4.5 | 6.5 | -3.2 | -1.6 | -0.6 | -7.4 | 12.3 | 0.0 | -8.9
O=C(COC(=O)c1cccc(Cl)c1)Nc1cc(S(=O)(=O)N2CCOCC2)ccc1N1CCOCC1 | -5.2 | 1.8 | 0.0 | 6.9 | -2.5 | -2.2 | -8.5 | -10.9 | 6.3
O=C(Nc1ncc(Br)s1)C1CCCN1S(=O)(=O)c1cccc2cccnc12 (centres undefined) | -1.7 | 1.2 | 1.5 | 8.8 | 0.0 | -3.0 | 0.9 | -14.8 | 2.6
NC(=O)C1=C[C@H](c2coc3ccccc3c2=O)C[C@H](OCCCCO)O1 | 1.1 | 1.0 | 1.9 | 5.0 | -3.2 | 5.5 | 5.6 | -1.4 | 6.3
Cc1cc(NC(=O)c2ccc(Br)o2)ccc1NC(=O)c1ccco1 | 2.5 | 1.4 | 2.6 | 6.9 | 0.1 | -7.1 | -0.3 | -7.6 | 2.0
CCOC(=O)Nc1ccc2c(c1)N(C(=O)CN(C)C)c1ccccc1S2 | -12.9 | 1.9 | -2.5 | -14.6 | 0.3 | -3.4 | 6.3 | 7.3 | -16.6
O=C(CCCN1C(=O)/C(=C/c2ccccc2Cl)SC1=S)NNC(=O)c1ccncc1 | -9.3 | 5.4 | 0.8 | -4.5 | -0.4 | -17.5 | 13.6 | 2.1 | -14.2
Cc1nc(Nc2c(Cl)cccc2Cl)sc1C(=O)Nc1ccccc1 | 11.5 | 2.1 | -3.5 | -7.3 | -1.1 | -3.7 | -0.3 | 2.2 | -4.2
O=C1Nc2ccc(S(=O)(=O)NCC3CCCO3)c3cccc1c23 (centres undefined) | -10.9 | 3.3 | -0.2 | 1.3 | -1.4 | 5.5 | -6.2 | -0.9 | -8.8
O=C1CCC(c2ccc3c(c2)CCC3)=NN1 | 3.7 | 1.4 | -1.8 | 7.9 | 0.3 | -3.3 | 6.2 | -14.3 | 1.1
COc1ccc(C(=O)CSc2nc(C)cc(=O)[nH]2)cc1C | -0.2 | 0.0 | 1.1 | 6.4 | -3.2 | -3.9 | 8.4 | -9.0 | -5.6
CCCCCCOC(=O)C1=C(C)NC(=O)NC1c1ccc2c(c1)OCO2 (centres undefined) | 5.3 | -0.7 | -2.9 | 4.4 | -1.5 | -1.9 | 10.9 | -10.4 | -6.7
O=C(CCCCCNC(=O)N1CCn2c1nc1ccccc12)NCc1ccccc1 | -14.8 | 5.7 | -5.1 | 3.5 | -2.4 | 1.4 | 11.0 | -0.9 | -7.3
COc1ccc(C(=O)C2CCCN(Cc3cccc4c3OCO4)C2)cc1OC (centres undefined) | 14.2 | 0.2 | -9.8 | -32.4 | 0.5 | -18.7 | -3.1 | 29.2* | 0.8
O=C(NCc1ccc(Cl)cc1Cl)C1CC(=O)N(Cc2ccccc2)C1 (centres undefined) | -0.8 | 3.2 | 1.7 | 6.9 | -1.1 | -6.6 | -3.8 | -0.3 | -0.5
CC(C)(C)c1ccc(/C=C/C(=O)N2CCc3ccccc3C2)cc1 | -11.9 | 6.0 | 2.5 | 0.1 | -1.0 | -2.3 | 10.1 | 0.6 | -10.5
CCOC(=O)C1CCCN(C(=O)c2cc3cc(F)ccc3[nH]2)C1 (centres undefined) | 7.5 | 22.5 | 4.9 | -11.0 | -0.2 | -10.5 | 22.0 | 20.1 | -15.5
CC(=O)N/N=C/c1cc(C(C)(C)C)cc(/C=N/NC(C)=O)c1O | -2.3 | 1.6 | 2.1 | 12.8 | 76.9* | 1.8 | -5.0 | -9.8 | 5.9
O=C1NCCN(Cc2ccoc2)C1CC(=O)N(Cc1ccccc1)CC1CCC1 (centres undefined) | 8.5 | 0.8 | -3.5 | 16.2 | 0.8 | -1.6 | 6.6 | -13.8 | -1.4
Cc1ccc(CSCCNC(=O)/C=C/c2ccc(Cl)cc2)cc1 | 0.7 | -0.5 | 0.0 | 4.8 | 0.3 | -0.1 | 9.6 | -6.1 | 3.2
CCCC(=O)N1CCC1(C)C(=O)Nc1ccc(OC(F)F)cc1 (centres undefined) | -15.3 | 2.3 | -1.8 | 1.3 | / | 9.8 | -1.8 | -2.5 | 1.3
O=C(NC1CCCCC1)N(c1ccccc1)c1nnc(-c2cccc([N+](=O)[O-])c2)s1 | -5.1 | 0.1 | -1.7 | 7.8 | 5.4 | -2.7 | -2.6 | -15.8 | -4.9
O=C(Cn1cnc2cc([N+](=O)[O-])ccc2c1=O)N(Cc1ccccc1)C1CCS(=O)(=O)C1 (centres undefined) | -0.8 | 17.0 | 1.1 | -4.3 | 0.4 | -7.5 | 22.4 | 17.1 | -11.7
CCc1cc2c(=O)nc3n(c2s1)Cc1ccccc1/C3=C(/O)c1ccccc1Cl | -3.2 | 3.5 | 1.4 | -5.5 | 10.7 | 2.5 | 5.0 | 14.0 | -5.9
CCc1ccc(NC(=O)c2ccc(NC(=O)C3CCCO3)cc2)cc1 (centres undefined) | 1.0 | 7.1 | -0.5 | 4.1 | -0.5 | 1.3 | 9.4 | -7.6 | -3.8
C[C@H](NC(=O)CCC1CCC(=O)N1)c1ccccc1 (some centres undefined) | 1.2 | 0.6 | 2.1 | -0.2 | 6.8 | -1.1 | 11.4 | -2.2 | 3.0
Cc1ccc(CSCc2ccc(C(=O)NCCC(C)C)o2)cc1 | -8.1 | -0.1 | -7.8 | -0.1 | -4.2 | -1.6 | -2.6 | -7.9 | -2.9

One compound at a time, from the list above. Values in the order: M4 antag	CHRM4 agonist	CHRM5 agonist	CHRM1 PAM	CRFR2-BP ag	CHRM4 PAM	M5 antag	M1 antag	M5 PAM
`Cc1ccc(CSCc2ccc(C(=O)NCCC(C)C)o2)cc1` reads -8.1	-0.1	-7.8	-0.1	-4.2	-1.6	-2.6	-7.9	-2.9
`CC(C)(C)c1ccc(/C=C/C(=O)N2CCc3ccccc3C2)cc1` reads -11.9	6.0	2.5	0.1	-1.0	-2.3	10.1	0.6	-10.5
`C[C@H](NC(=O)CCC1CCC(=O)N1)c1ccccc1` (some centres undefined) reads 1.2	0.6	2.1	-0.2	6.8	-1.1	11.4	-2.2	3.0
`CCOC(=O)C1CCCN(C(=O)c2cc3cc(F)ccc3[nH]2)C1` (centres undefined) reads 7.5	22.5	4.9	-11.0	-0.2	-10.5	22.0	20.1	-15.5
`O=C1NCCN(Cc2ccoc2)C1CC(=O)N(Cc1ccccc1)CC1CCC1` (centres undefined) reads 8.5	0.8	-3.5	16.2	0.8	-1.6	6.6	-13.8	-1.4

Additional structures follow:
SMILES | M4 antag | CHRM4 agonist | CHRM5 agonist | CHRM1 PAM | CRFR2-BP ag | CHRM4 PAM | M5 antag | M1 antag | M5 PAM
COC(=O)c1ccc2nc(-c3ccc(F)cc3)c(Cc3ccccc3C(F)(F)F)n2c1 | -9.9 | 0.9 | 1.4 | / | / | 8.1 | -3.6 | / | -5.2
Cc1cccc(-c2ncc(CN3CCN(CCC(C)C)C(CCO)C3)cn2)c1 (centres undefined) | 0.8 | 1.1 | -1.2 | -11.2 | -1.0 | -5.7 | -16.5 | 13.4 | 7.2
O=S(=O)(c1ccccc1)C(Br)S(=O)(=O)c1ccccc1 | -6.3 | 0.5 | -1.1 | 9.9 | 0.3 | -1.4 | 16.8 | -12.4 | -2.8
CCCOc1ccccc1N/C(=N/c1nc(C)cc(C)n1)NC(=O)COc1ccc(OC)cc1 | -8.8 | 0.5 | -1.7 | 1.0 | 6.4 | 3.5 | -1.1 | -7.4 | -0.6
O=C(NCCCN1CCCC1=O)c1cc2ccccc2o1 | -7.4 | -0.2 | 0.3 | 13.8 | -1.5 | 6.3 | 2.8 | -1.0 | -0.1
COc1ccc([C@H]2CC(=O)C=C(c3cccc(Cl)c3)C2)cc1OC | -3.7 | 7.6 | -2.6 | 3.3 | -2.1 | -1.4 | 14.2 | -6.3 | -14.6
COc1ccccc1CNS(=O)(=O)c1ccc2c(c1)CC(C)N2C(=O)C1CCC1 (centres undefined) | 5.1 | 14.2 | 1.9 | -14.8 | 0.0 | -9.8 | 10.0 | 31.7 | -14.1
COc1ccccc1-c1c(C)nn2c(N3CCN(c4ccccc4OC)CC3)cc(C)nc12 | 9.2 | -0.4 | 0.5 | -1.0 | -1.6 | -2.1 | 0.3 | 0.2 | -7.8
Cc1c(C)c2ccc(OCC(=O)Nc3ccc(S(N)(=O)=O)cc3)c(C)c2oc1=O | 1.9 | 0.7 | -2.2 | 8.2 | -2.3 | 9.5 | 1.6 | -2.7 | -2.0
CC(C)Cc1nccs1 | -15.3 | 1.2 | 1.3 | 1.8 | 3.5 | 8.3 | 2.9 | -7.2 | -0.3
O=C(O)c1ccc(S(=O)(=O)c2ccc3c(c2)C(=O)N(c2ccc(Br)cc2)C3=O)cc1 | 0.4 | 0.7 | -2.6 | 4.5 | 1.6 | 1.9 | 4.2 | -9.5 | 5.4
COc1ccc(/C=N/Nc2nc(C)nc(N)n2)cc1 | 0.2 | 0.8 | -3.4 | 13.1 | -1.1 | -0.5 | -9.5 | -16.3 | 2.6
COc1ccc(N2CCC(CNS(=O)(=O)c3cccc(C(F)(F)F)c3)C2)cc1 (centres undefined) | 5.4 | 0.8 | -1.1 | -3.0 | -2.5 | -1.8 | 0.4 | 5.3 | -3.6
CN1CCN(C(=O)c2ccc3c(c2)N(Cc2ccc(F)cc2)C(=O)c2ccccc2S3=O)CC1 (centres undefined) | -8.7 | 1.4 | -0.8 | 10.4 | -4.9 | 9.0 | -5.2 | -10.5 | -2.7

The order is random (roughly 2.8% active in at least one column).
